Integrin act MD: qHTS for Activators of Integrin-Mediated Alleviation for Muscular Dystrophy; alpha7betagal myoblasts, beta-gal FDG fluorescence, 48 h; Potency, µM (top dose mostly 38.3 µM), for the others: at the top dose activation, hits mostly activators; actives 0.064% (n = 350,000); AID 624291, 2012;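 further: potency means the concentration at half of the fitted maximal effect; 100% = response of the positive control SU9516; nearly all actives have a fitted effect of over 60% in size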
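alpha7betagal+/- myoblasts (passage 13, 250/well) treated 48 h at 37C with compounds at 1:260 dilution of DMSO stock. Lysed, then beta-galactosidase activity read as FDG fluorescence (ex 480/em 540) after 30 min, with pre-read for autofluorescence.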
Eya2 phos inh: qHTS Assay for Inhibitors of the Phosphatase Activity of Eya2; recombinant Eya2, OMFP fluorescence dephosphorylation (OMFP is methylfluorescein phosphate); actives 0.006% (n = 330,000); AID 488837, 2010; Protein phosphatase EYA2 (Homo sapiens), O00167; Potency, µM (highest dose often 76.9 µM), without a hit: at the highest dose activity, negative = inhibition, hits mostly inhibitors; further: potency means the concentration at half of the fitted maximal effect; on the % scale 0 is the no-effect control and ±100 the full control effect
Target sequence (O00167 whole entry, looked up): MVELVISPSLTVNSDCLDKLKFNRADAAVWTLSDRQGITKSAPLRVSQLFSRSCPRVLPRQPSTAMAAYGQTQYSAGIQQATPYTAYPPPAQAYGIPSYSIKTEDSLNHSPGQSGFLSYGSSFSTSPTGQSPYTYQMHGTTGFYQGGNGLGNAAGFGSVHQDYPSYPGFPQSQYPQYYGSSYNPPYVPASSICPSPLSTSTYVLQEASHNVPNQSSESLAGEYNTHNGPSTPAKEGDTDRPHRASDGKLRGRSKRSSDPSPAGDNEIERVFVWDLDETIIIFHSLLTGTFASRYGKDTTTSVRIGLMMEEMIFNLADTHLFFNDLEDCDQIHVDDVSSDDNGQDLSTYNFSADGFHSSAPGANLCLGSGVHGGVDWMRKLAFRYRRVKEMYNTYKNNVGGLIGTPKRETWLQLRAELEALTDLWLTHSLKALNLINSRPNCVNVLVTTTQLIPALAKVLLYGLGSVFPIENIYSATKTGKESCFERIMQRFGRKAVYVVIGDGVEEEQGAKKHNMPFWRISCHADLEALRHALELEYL
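Eya2 (0.2 uM) preincubated 10 min at ambient with compound, then OMFP substrate added at 50 uM; 10 min reaction in 50 mM HEPES pH 7.5, 50 mM NaCl, 5 uM MgCl2, 0.05% BSA, 1 mM DTT. Fluorescence read at Ex 485/Em 525 nm.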
TSHR antag: Antagonists of the Thyroid Stimulating Hormone Receptor: HTS campaign | activity change, negative = inhibition, % at 11.5 µM | Thyrotropin receptor (Homo sapiens), P16473 | AID 504810, 2011 | TSHR-expressing cells, TSH-stimulated cAMP HTRF, 2 h; hits give low values | actives 0.2% (n = 330,000);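 active means activity change below a set negative limit, meaning inhibition stronger than a set level, cut at about -70% in these data; inconclusive means activity change between two set negative limits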; further: on the % scale 0 is the no-effect control and ±100 the full control effect
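Competitive HTRF cAMP read-out (cryptate anti-cAMP antibody, cAMP-d2; 30 min, room temperature) in freshly harvested TSHR cells. Compounds added before TSH at EC80 (4nM final), followed by 2 hours' incubation at 37 deg C.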
TCR act: Activators of T cell receptors: qHTS campaign; primary human leukocytes, anti-CD3, IL-2 HTRF, 48 h; 330,000 tested, under 10 active; Potency, µM (doses to about 9.22 µM), for the others: at the top dose activation of IL-2 secretion, usual class: activators; further: % of control where 0% means no effect
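HTRF read-out of IL-2 secretion: europium cryptate donor excited at 320nm, d2 acceptor emission at 665nm. Cells were primary human leukocytes incubated 48 hr with compounds and a-CD3 beads, supplying TCR signal only.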
Tb PFK block: qHTS Assay to Find Inhibitors of T. brucei phosphofructokinase | ATP-dependent 6-phosphofructokinase (Trypanosoma brucei brucei), O15648 | T. brucei PFK, ADP-Glo luminescence | Potency, µM (series often up to 57.5 µM), inactives show top-dose activity, negative = inhibition, actives largely listed as inhibitors | actives 0.17% (n = 330,000);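 further: potency means the concentration at half of the fitted maximal effect; 0% = uninhibited 1x PFK enzyme wells and -100% = no-enzyme wells; nearly all actives have a fitted effect of over 60% in size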
Target sequence (O15648 whole entry, looked up): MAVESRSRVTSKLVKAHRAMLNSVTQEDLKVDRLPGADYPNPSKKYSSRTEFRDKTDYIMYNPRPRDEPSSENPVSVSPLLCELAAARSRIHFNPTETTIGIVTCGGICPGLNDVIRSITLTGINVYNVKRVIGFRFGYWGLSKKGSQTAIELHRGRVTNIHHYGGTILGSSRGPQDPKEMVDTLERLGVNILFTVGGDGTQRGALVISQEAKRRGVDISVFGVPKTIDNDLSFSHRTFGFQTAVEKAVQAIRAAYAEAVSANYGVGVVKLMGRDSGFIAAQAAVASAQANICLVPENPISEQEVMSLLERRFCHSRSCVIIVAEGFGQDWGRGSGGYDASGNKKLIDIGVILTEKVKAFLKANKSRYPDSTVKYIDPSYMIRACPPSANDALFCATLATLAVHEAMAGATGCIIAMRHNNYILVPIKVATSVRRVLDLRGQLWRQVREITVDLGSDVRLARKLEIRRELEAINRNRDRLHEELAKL
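Activity is normalized to no-enzyme wells (full inhibition) and 1.25 nM enzyme wells (no inhibition). Reaction: 0.5 mM F6P, 0.1 mM ATP, 45 min RT, ADP-Glo luminescence; concentration-response curves fitted and classed by quality.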
AT treatment: qHTS Assay for Identifying a Potential Treatment of Ataxia-Telangiectasia; AID 485349, 2010; actives 0.19% (n = 320,000); […] A-T fibroblasts, KAP-1 phosphorylation AlphaLISA; neocarzinostatin DNA damage 30 min before lysis; Potency, µM (doses to about 57.5 µM), without a hit: at the top dose activation, most hits filed as activators; further: potency means the concentration at half of the fitted maximal effect; % of control where 0% means no effect; nearly all actives have a fitted effect of over 45% in size
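ATM-like activity read as KAP-1 phosphorylation via AlphaLISA donor/acceptor antibody pairs after lysis and 6 hr at 25C. Cells were ATM-null patient fibroblasts ([…], hTERT), dosed 60 min, then exposed to the DSB inducer NCS for 30 min.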
BCR signal inh: qHTS Assay to Find Inhibitors of Chronic Active B-Cell Receptor Signaling; ABC-DLBCL IkBa-CBG/CBR reporter, luminescence ratio, 4 h; Potency, µM (series often up to 46.1 µM), for inactives: at the highest dose ratio change, negative = lower green/red ratio, most hits filed as inhibitors; actives 0.05% (n = 340,000); active means well fitted inhibition curve with a large enough effect in the signal ratio, with a control signal flat, not every such curve was filed as active; inconclusive means small, poorly fitted or top-dose-only effect, or effect the other way, or a change in a side signal; the % refers to the signal ratio;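 further: potency means the concentration at half of the fitted maximal effect; plate controls were basal doxycycline-induced cells for no effect and cells given 10 µM MG132 for full effect; MG132 reads +100%, hits lower the ratio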
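Cell line TMD8 (human ABC DLBCL), stably expressing tet-inducible CBG68-IkBa fusion and CBR; IMDM/0.5% FBS; cpd up to 46 uM; dox induction, 4 h, 37C/5% CO2; dual luminescence; green/red ratio; MG132 control.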
TSG101-PTAP inh: qHTS Assay for Iinhibitors of HIV-1 Budding by Blocking the Interaction of PTAP/TSG101. Tumor susceptibility gene 101 protein (Homo sapiens), Q99816. Fluorescence polarization, FITC-PTAP peptide / Tsg101 binding. Potency, µM (titrated, usually from 115 µM), without a hit: at the top dose activity change, negative = inhibition, most hits filed as inhibitors. 340,000 tested, under 10 active; active means well fitted inhibition curve with a large enough effect in the main read-out, with a control signal flat, not every such curve was filed as active; inconclusive means small, poorly fitted or top-dose-only effect, or effect the other way, or a change in a side signal; inactive means no such curve, though single readings can be large or run the other way; further: potency means the concentration at half of the fitted maximal effect; % of control where 0% means no effect
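Steps: Tsg101 binding domain dispensed (10 uM final), compounds pinned in DMSO, FITC-labeled PTAP-motif peptide added (50 nM final); after 20 min binding at room temperature, polarization measured.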
Mito fusion act: qHTS Assay for Small Molecule Inhibitors of Mitochondrial Division or Activators of Mitochondrial Fusion; S. cerevisiae fusion-defective mutant growth rescue, CellTiterGlo 48 h; Potency, µM (doses to about 46.1 µM), inactives show top-dose growth rescue (activation), most hits filed as activators; actives 0.23% (n = 320,000); AID 485298, 2010;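 further: potency means the concentration at half of the fitted maximal effect; % of control where 0% means no effect; nearly all actives have a fitted effect of over 45% in size; temperature-sensitive fusion mutants such as fzo1-1 at 37 °C on non-fermentable ethanol glycerol medium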
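Yeast fusion mutant, YPEG (non-fermentable carbon), compound, 48 h at 37C non-permissive; CellTiterGlo added, 10 min RT, luminescence read. Rescued growth = division inhibition.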
ELG1 DNA repair: qHTS screen for small molecules that inhibit ELG1-dependent DNA repair in human embryonic kidney (HEK293T) cells expressing luciferase-tagged ELG1; HEK293T ELG1-luciferase reporter, luminescence, 16 h; DNA damage induced by 5-fluorouridine; Potency, µM (top dose mostly 46.1 µM), inactives show at the highest dose activity change, negative = inhibition, most hits filed as inhibitors; actives 2.3% (n = 330,000); AID 504467, 2011; further: potency means the concentration at half of the fitted maximal effect; on the % scale 0 is the no-effect control and ±100 the full control effect; nearly all actives have a fitted effect of over 55% in size
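Cells (2,000 per well) received 5-fluorouridine plus test compound or DMSO and were incubated 16 hr at 37 °C, 5% CO2. Luciferase activity was read by luminescence 30 min after ONE-Glo addition; signal suppression marked inhibition of damage-induced ELG1 function.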
ASM inhibitor: Inhibitors of Secretory Acid Sphingomyelinase (S-ASM): qHTS. Sphingomyelin phosphodiesterase (Homo sapiens), P17405. placental ASM, HMU-PC fluorogenic substrate, 60 min. Potency, µM (highest dose often 57.5 µM), for inactives: top-dose activity change, negative = inhibition, hits mostly inhibitors. actives 0.006% (n = 340,000); further: potency means the concentration at half of the fitted maximal effect
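Human placenta-derived ASM preincubated with compound 10 min at room temperature, then reacted with 9 uM (final) fluorogenic HMU-PC substrate for 60 min at 37 C. Stop solution raises pH to 10; fluorescence read at Ex 386/Em 447 nm.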
The depositor's hits bear a star; u = inconclusive; x = not tested or not shown; [ ] = dose if it differs, or a comment. Unless noted, the call rests on the fitted dose curve; in most records, active means well fitted curve in the direction sought with a large enough effect; inconclusive means small, poorly fitted or top-dose-only effect, or another doubt; inactive means no such curve, though single readings can be large; an effect the other way counts as inactive or inconclusive.

SMILES	Integrin act MD	Eya2 phos inh	TSHR antag	TCR act	Tb PFK block	AT treatment	BCR signal inh	TSG101-PTAP inh	Mito fusion act	ELG1 DNA repair	ASM inhibitor
N#CCSc1ccccc1NC(=O)COC(=O)CCNC(=O)c1ccc([N+](=O)[O-])cc1	10.1%	6.1%	6.1	3.0%	-0.1%	-5.5%	-18.7%	0.3%	-3.4%	8.4%	-1.3%
COc1ccc(C(Nc2ccc(S(=O)(=O)NCC3CCCO3)cc2)C(=O)NC(C)(C)C)cc1OC (stereo not given)	20.3%	8.6%	-4.3	5.3%	-2.7%	-0.3%	17.3%	0.9%	-3.8%	15.2%	0.1%
O=C(CSc1nnc(-c2ccccc2)o1)Nc1ccccc1F	-0.4%	-5.2%	17.8	-1.0%	1.7%	27.5%	u	-2.4%	-9.4%	u	-2.4%
CC1(C(=O)NNC(=O)C2CCCCC2)CC1(Cl)Cl (stereo not given)	1.7%	-13.6%	-0.9	-0.8%	3.3%	0.0%	-19.5%	-4.3%	0.0%	2.3%	10.6%
COc1ccc(OC)c(C2=NOC(C(=O)NCc3ccco3)C2)c1 (stereo not given)	0.0%	4.8%	21.7	-1.7%	-7.9%	x	u	-0.4%	-1.6%	-12.3%	-1.4%
CCc1cccc(CC)c1-n1c(-c2cccnc2)n[nH]c1=S	10.5%	2.1%	-5.0	4.0%	1.7%	6.0%	2.5%	-0.1%	-1.4%	0.0%	6.6%
CN(C)C(=S)NC(=O)C12CC3(C)CC(C)(CC(C)(C3)C1)C2	8.0%	-14.1%	-8.1	-10.3%	0.6%	-15.4%	2.9%	-0.1%	-6.8%	-2.7%	3.4%
COc1ccc2[nH]c3c(=O)n(CCCN4CCOCC4)cnc3c2c1	16.0%	-1.7%	0.0	3.1%	0.6%	11.5%	11.5%	-0.4%	6.4%	0.0%	28.6%
Cc1ccc(-c2c(C)n([O-])c3c([n+]2=O)CCCC3)o1	22.1%	-5.5%	3.4	-2.9%	4.9%	1.7%	-0.2%	-3.2%	4.7%	u	-0.4%
O=C(COc1ccc(F)cc1)NCCN1CCCC1	0.5%	-7.1%	9.8	x	1.4%	3.3%	-1.2%	-0.4%	1.4%	7.2%	1.5%
COc1ccc(C(CCO)NC(=O)c2cccs2)cc1OC (stereo not given)	0.0%	3.4%	2.5	4.7%	-2.8%	2.9%	-16.8%	0.9%	-1.1%	10.4%	1.9%
COc1cc(/C=C/C(=O)OCC(=O)Nc2c(C)n(C)n(-c3ccccc3)c2=O)cc(OC)c1OC	-19.0%	9.1%	27.5	-5.5%	2.6%	-1.0%	-14.6%	-3.2%	14.6%	-4.7%	6.0%
Cc1c(NC(=S)NC(=O)C(C)(C)C)cccc1[N+](=O)[O-]	3.0%	-2.0%	8.3	1.0%[46.1 µM]	-2.4%	-6.1%	-9.6%	0.5%	-1.2%	19.0%	-5.1%
COC(=O)c1ccc(CN2CCN(C3CCCC3)C(CCO)C2)cc1 (stereo not given)	2.5%	4.3%	-4.5	-3.1%	2.6%	-1.7%	-13.3%	-6.3%	0.6%	6.3%	-2.4%
CCN1CCc2c(OCc3ccc(C)cc3)cccc2C1=O	8.8%	2.4%	-3.7	21.6%	8.4%	-3.7%	-7.5%	-3.9%	1.2%	u	6.8%
CN1C(=O)/C(=C2\SC(N)=NC2=O)c2ccccc21	11.8%	-2.7%	-0.4	6.3%	-6.9%	-2.6%	-1.4%	1.0%	0.9%	-5.4%	-8.1%
Cc1ccc(-n2c(C)nnc2SCC(=O)NNC(=O)c2ccco2)cc1	-3.9%	-25.9%	2.2	1.8%	0.3%	-1.9%	-0.4%	0.7%	3.2%	7.9%	2.0%
O=C(c1ccccc1)C(C(=O)N1CCCCC1)n1ccccc1=O (stereo not given)	22.2%	1.4%	-21.1	-6.8%	-9.9%	5.2%	5.6%	1.3%	3.0%	3.9%	4.3%
COc1ccc(C(=O)n2c(C)c(CCO)c(=O)n2C)cc1	14.8%	-7.2%	1.1	3.4%	-1.7%	-1.7%	-13.4%	0.4%	-5.2%	u	0.5%
O=C(Nc1ccnn1C1CCN(Cc2cccc(OCCO)c2)CC1)C1CC1	-5.8%	3.5%	-6.7	4.2%	-1.5%	14.7%	1.9%	-0.6%	-0.9%	4.3%	x
COc1cc2ccccc2cc1C(=O)NC(=S)Nc1ccc(C(=O)O)cc1	3.3%	5.8%	-29.2	-2.9%	-0.6%	2.5%	u	-4.7%	-26.8%	17.4%	1.4%
CC(C)Oc1ccc2c3c(c(=O)oc2c1)CCC3	-2.3%	0.7%	-6.7	-5.6%	1.1%	3.9%	-7.3%	-1.8%	0.8%	u	-1.5%
COC(=O)c1ccc(NC(=O)C2CCCN2C(=O)Nc2cccc(C(C)=O)c2)cc1 (stereo not given)	u	-0.1%	-4.1	-3.9%	1.4%	-2.3%	3.5%	-0.1%	0.7%	-1.6%	0.3%
Cc1ccc(CNC(=O)c2ccc(NC3=NC4CS(=O)(=O)CC4S3)cc2)cc1 (stereo not given)	-11.1%	5.2%	30.9	0.0%	-2.8%	-2.7%	4.1%	-3.7%	0.8%	9.4%	-1.6%
Cc1ccc2c(CN3CCCCC3)cc(=O)oc2c1	-30.2%	9.3%	-6.1	8.3%	-1.7%	0.0%	1.1%	0.7%	-6.3%	u	2.6%
C=CCn1c(SCc2c(C)noc2C)nc2sc(C)c(C)c2c1=O	13.6%	-11.1%	-3.6	4.7%	0.8%	x	u	-4.1%	0.4%	u	-14.1%
O=C(COC(=O)C1CC1)NCCc1ccccc1	26.4%	4.6%	-4.1	2.2%[46.1 µM]	-0.5%	-20.3%	3.2%	-0.8%	x	u	3.8%
O=C(O)c1ccccc1NC(=S)NC(=O)c1cccc2ccccc12	-21.4%	-22.4%	-10.9	0.4%	15.2%	-1.2%	u	-1.3%	4.2%	-8.5%	1.3%
Cc1ccc2c(c1)N(CC(=O)NCCCN1CC(C)CC(C)C1)C(=O)c1cccnc1O2 (stereo not given)	2.0%	3.4%	6.9	2.8%	1.2%	-6.9%	-7.0%	-0.9%	3.3%	8.6%	2.1%
COc1ccc(C2CC(C(F)(F)F)n3nc(C(N)=O)c(Cl)c3N2)cc1OC (stereo not given)	-6.0%	5.1%	-4.3	-7.1%	1.2%	8.1%	-8.5%	0.3%	-3.4%	u	-2.4%
Cc1ccccc1NC(=O)Cc1nc(COC(=O)c2cccc(O)c2)cs1	u	-4.8%	-18.4	x	3.7%	8.1%	0.2%	-6.8%	-10.8%	-5.3%	-1.1%
CCC(C)(C)NC(=O)C(c1ccc(OC)cc1)N(C(=O)CCC(=O)Nc1cc(C)on1)C(C)(C)C (stereo not given)	0.4%	-10.3%	-4.6	3.8%	-6.5%	4.5%	7.7%	-3.6%	0.7%	2.4%	-3.6%
CNCCC(=O)N1c2ccccc2CCc2ccc(NC(=O)OC)cc21	-5.6%	5.7%	3.2	-7.7%	-6.8%	-2.5%	-0.1%	-4.8%	-5.3%	-6.1%	-2.2%

Compounds were not picked by outcome (roughly 3.2% active in at least one column).
